KCNK3 block: human KCNK3 channel inhibition, primary screen | O14649 | actives 0.84% (n = 340,000) | CHO-KCNK3 thallium flux, FluxOR fluorescence; active compounds read low | B-score at 10 µM;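 active = B-score under library mean minus 4 SD, starting fluorescence ratio at most library mean plus 5 SD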;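 also: more negative B-score means stronger inhibition of thallium flux through KCNK3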
Target sequence (O14649 whole entry, looked up): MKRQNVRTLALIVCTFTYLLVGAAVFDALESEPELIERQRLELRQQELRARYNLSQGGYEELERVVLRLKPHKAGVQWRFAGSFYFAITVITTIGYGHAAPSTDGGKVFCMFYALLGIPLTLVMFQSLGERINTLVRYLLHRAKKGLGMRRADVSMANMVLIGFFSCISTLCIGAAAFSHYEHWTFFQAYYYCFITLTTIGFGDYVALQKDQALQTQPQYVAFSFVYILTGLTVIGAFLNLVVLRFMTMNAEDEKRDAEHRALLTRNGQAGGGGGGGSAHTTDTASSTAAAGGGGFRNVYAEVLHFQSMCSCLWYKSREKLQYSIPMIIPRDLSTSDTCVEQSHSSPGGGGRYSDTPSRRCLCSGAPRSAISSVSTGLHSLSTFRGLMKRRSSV
Dyrk1A ADPGlo: blocks rat Dyrk1A kinase activity; ADP-Glo luminescence, NFATc1 peptide; inhibition, % at 12.5 µM; AID 504441; actives 0.43% (n = 310,000); in the data active = inhibition above about 50%;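 also: plate controls were vehicle with enzyme for no effect and no enzyme for full effect; many of its hits are not listed in these tables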
Active calls of the source: *; i = inactive.

nr | KCNK3 block | Dyrk1A ADPGlo | smiles
1 | i | -5 | CCOc1ccc(NC(=O)CN(C)C(=O)c2n[nH]c(=O)c3ccccc23)cc1OCC
2 | i | 1 | CCOC(=O)c1sc(/N=C/Nc2nc(C)c(C(=O)OCC)s2)nc1C
3 | i | 3 | Cc1nc(Cc2nnc(SCC(=O)N3CCN(c4ccccc4)CC3)o2)cs1
4 | i | 6 | CCc1ccc(Cn2ncc3c(C(=O)O)cc(C)nc32)cc1
5 | i | 5 | COc1cc(-c2cc(OC)c(O)c(OC)c2)cc(OC)c1O
6 | i | 5 | CC12CC(=O)C3C(CCC4=CC(=O)CCC43C)C1CC=C2CC(=O)O (stereo not given)
7 | i | 7 | CCC(C)N(C(=O)CSc1nnc2ccccn12)C1CCS(=O)(=O)C1 (stereo not given)
8 | i | 3 | CN(CC(=O)Nc1ccc(F)cc1)C(=O)c1ccc(OCc2ccccc2)cc1
9 | i | -3 | Cn1c(=O)c2[nH]c(NN=Cc3ccccc3)nc2n(C)c1=O
10 | i | 0 | CSc1ncccc1C(=O)OCC(=O)NC1CC1
11 | i | 4 | COc1cc2oc(=O)cc(-c3cccc(-c4ccc(C(F)(F)F)cc4)c3)c2c(OC)c1OC
12 | i | 2 | CC1(C)C(=O)Nc2ccccc2N1C(=O)COC(=O)c1ccc([N+](=O)[O-])o1
13 | i | -2 | CCOCc1c(C(=O)Nc2ccccc2N2CCN(C)CC2)oc2ccccc12
14 | i | 4 | O=C(OCCOCCOC(=O)Oc1ccccc1)Oc1ccccc1
15 | i | 0 | CC1CCCN(C(=O)Cn2c(=O)oc3cc(S(=O)(=O)N4CCCCC4C)ccc32)C1 (stereo not given)
16 | i | -1 | Cc1ccc(S(=O)(=O)NCCC(=O)NNC(=O)c2ccccc2Cl)cc1C
17 | i | -1 | O=c1ccncn1C1OC(CO)C(O)C1O (stereo not given)
18 | i | -9 | Cc1nnc(NS(=O)(=O)c2ccc(F)cc2)s1
19 | i | -1 | CCCN=C1N(CC)C[C@@H]2[C@@H]3C(=O)N(C)C(=O)[C@@H]3[C@](Cc3ccccc3)(C(=O)OC)N12
20 | i | -2 | CN(C(=O)c1cccc(NC(=O)Cc2cccc(NC(=O)C3CCN(C(=O)C4CCC4)CC3)c2)c1)C1CCC1
21 | i | -1 | CC(=O)OCC(=O)C1CCC2C3CCC4=CC(=O)C=CC4(C)C3CCC12C (stereo not given)
22 | i | -2 | COC(=O)C1C2CC(=O)C(C2)C1C(=O)OC (stereo not given)
23 | i | 2 | CCN(CC)C(=O)[C@H]1CC(CC(=O)NCc2ccc(OC)c(OC)c2)C(=O)N2CCc3c([nH]c4ccc(OC)cc34)[C@]12C (stereo not given in full)
24 | i | -1 | Oc1ccccc1C=NNC(=S)Nc1ccc(F)cc1
25 | i | -1 | Nc1cc2c(cc1Br)-c1c(C(=O)O)cccc1C2O (stereo not given)
26 | i | -2 | CCCCn1cnc2c(SCc3ccc([N+](=O)[O-])cc3)nc(N)nc21
27 | i | 0 | Nc1ccn(C2CCCCO2)c(=O)n1 (stereo not given)
28 | i | 10 | Cc1ccc(NC(=O)COC(=O)Cc2c[nH]c3ccccc23)cc1C
29 | i | 8 | COc1ccc(NS(=O)(=O)c2cc(NC(=O)CCNC(=O)c3ccco3)ccc2OC)cc1
30 | i | 1 | CN(Cc1cnc2nc(N)nc(N)c2n1)c1ccc(C(=O)NC(CCC(=O)O)C(=O)O)cc1 (stereo not given)
31 | i | -3 | C[C@@H]1[C@H]2CCCC[C@H]2CN(C(=O)OC(C)(C)C)[C@@H]1c1cn(Cc2ccccc2)c2ccc(F)cc12
32 | i | 0 | CCCCCCCCNS(=O)(=O)CCNCc1ccccc1OC
33 | i | 43 | COc1ccc2oc(-c3ccncc3)cc(=O)c2c1
34 | i | -4 | CCOc1ccccc1C=NN1CCCCCC1
35 | i | -3 | O=C(CN1C(=O)NC2(CCCC2)C1=O)OCC(=O)c1cccc(Cl)c1
36 | i | 0 | Cc1cc(C)c(C(=O)c2ccccc2)c(C)c1
37 | i | -4 | CN(C(=O)c1cccc(NC(=O)Cc2cccc(NC(=O)C3CCN(C(=O)C4CC4)CC3)c2)c1)C1CC1
38 | i | 0 | O=C(Oc1ccccc1Cl)c1ccccc1
39 | i | -2 | CCOC(=O)C1CCCN(C(=O)COc2ccc(C(=O)c3ccccc3)cc2)C1 (stereo not given)
40 | i | -2 | CCC1(c2ccc(F)cc2)NC(=O)N(CC(=O)Nc2cccc(S(=O)(=O)N3CCCC3)c2)C1=O (stereo not given)

6 of the entries above in order of their number in Dyrk1A ADPGlo, highest first.
| # | mol | KCNK3 block | Dyrk1A ADPGlo |
| --- | --- | --- | --- |
| 33 | COc1ccc2oc(-c3ccncc3)cc(=O)c2c1 | i | 43 |
| 28 | Cc1ccc(NC(=O)COC(=O)Cc2c[nH]c3ccccc23)cc1C | i | 10 |
| 23 | CCN(CC)C(=O)[C@H]1CC(CC(=O)NCc2ccc(OC)c(OC)c2)C(=O)N2CCc3c([nH]c4ccc(OC)cc34)[C@]12C (stereo not given in full) | i | 2 |
| 21 | CC(=O)OCC(=O)C1CCC2C3CCC4=CC(=O)C=CC4(C)C3CCC12C (stereo not given) | i | -1 |
| 39 | CCOC(=O)C1CCCN(C(=O)COc2ccc(C(=O)c3ccccc3)cc2)C1 (stereo not given) | i | -2 |
| 34 | CCOc1ccccc1C=NN1CCCCCC1 | i | -4 |

(cont.)
nr | KCNK3 block | Dyrk1A ADPGlo | smiles
41 | i | 7 | COc1ccc(-c2nc(SCC(=O)Nc3cccc(S(N)(=O)=O)c3)n[nH]2)cc1
42 | i | 7 | Cc1ccc(OC(C)C(=O)N2CCN(c3ccccn3)CC2)cc1 (stereo not given)
43 | i | 0 | CN(C)C(=S)N=c1ssc(=S)n1Cc1ccco1
44 | i | 0 | CCOC(=O)C1=NNC(C(=O)O)C1c1ccccc1 (stereo not given)
45 | i | -4 | NC1=NC(c2ccccc2)CC(=O)N1 (stereo not given)
46 | i | -2 | CC[C@@H]1C(c2ccc(F)cc2)=NN(c2ccc(Br)cc2)[C@H]1C(=O)N1CCOC1=O
47 | i | 0 | Cc1ccc(S(=O)(=O)CCC(=O)OCC(=O)Nc2cc(S(=O)(=O)N3CCOCC3)ccc2Cl)cc1
48 | i | -2 | CCC(CCNC(=O)c1ccccc1)(CCNC(=O)c1ccccc1)[N+](=O)[O-]
49 | i | 0 | COc1ccc(C(=O)N2CCCC(C(N)=O)C2)cc1S(=O)(=O)N1CCOCC1 (stereo not given)
50 | i | 2 | COc1cc2[nH]c(=S)nc(NCc3ccccn3)c2cc1OC
51 | i | 15 | O=C(O)c1cc2ccccc2[nH]1
52 | i | -1 | CC(Nc1cccc([N+](=O)[O-])c1)C(=O)Nc1ccc(S(=O)(=O)N2CCCC2)cc1 (stereo not given)
53 | i | 3 | CCCN(CC1CC1)C(=S)NC(=O)c1cc(Br)ccc1Cl
54 | i | 4 | COc1ccc(CNC(=O)c2cc(S(=O)(=O)N3CCCCC3)ccc2N2CCOCC2)cc1OC
55 | i | 2 | O=C(OC12CC3CC(CC(C3)C1)C2)c1ccc(NCc2cc(O)ccc2O)cc1
56 | i | 7 | Nc1ccccc1-c1ccn[nH]1
57 | i | -3 | CC(N)C(=O)NC(CO)C(O)C(N)C=O (stereo not given)
58 | i | 4 | Cc1cccc(C(=O)N=C2SC3CS(=O)(=O)CC3N2c2ccccc2)c1 (stereo not given)
59 | i | 2 | CC(C)(C)NC(=O)C[C@H]1C[C@H](C(=O)N2CCOCC2)[C@@]2(CCC3CCCC3)c3[nH]c4cc(-c5ccco5)ccc4c3CCN2C1=O
60 | i | 7 | CC(=O)N(C(C)=O)c1cccc(N(Cc2ccccc2)Cc2ccccc2)c1

Part of the list above in order of length of the SMILES, smallest number first.
nr | KCNK3 block | Dyrk1A ADPGlo | smiles
45 | i | -4 | NC1=NC(c2ccccc2)CC(=O)N1 (stereo not given)
57 | i | -3 | CC(N)C(=O)NC(CO)C(O)C(N)C=O (stereo not given)
49 | i | 0 | COc1ccc(C(=O)N2CCCC(C(N)=O)C2)cc1S(=O)(=O)N1CCOCC1 (stereo not given)
54 | i | 4 | COc1ccc(CNC(=O)c2cc(S(=O)(=O)N3CCCCC3)ccc2N2CCOCC2)cc1OC
52 | i | -1 | CC(Nc1cccc([N+](=O)[O-])c1)C(=O)Nc1ccc(S(=O)(=O)N2CCCC2)cc1 (stereo not given)
59 | i | 2 | CC(C)(C)NC(=O)C[C@H]1C[C@H](C(=O)N2CCOCC2)[C@@]2(CCC3CCCC3)c3[nH]c4cc(-c5ccco5)ccc4c3CCN2C1=O

Next part
nr | KCNK3 block | Dyrk1A ADPGlo | smiles
61 | i | -1 | COc1ccc(C)cc1NC(=O)c1nc2nc(C)cc(C)n2n1
62 | i | -4 | O=C(O)C1C2CC(C(Br)C2Br)C1C(=O)O (stereo not given)
63 | i | 13 | Cc1csc(=O)n1CCC(=O)OCC(=O)NNC(=O)c1ccc(Cl)cc1
64 | i | -2 | COc1ccc(-c2c(C)cc3oc(=O)cc(-c4ccccc4)c3c2C)cc1OC
65 | i | -5 | CCOc1ccccc1NC(=O)CSc1nnc(Cn2c(=O)sc3ccccc32)n1C
66 | i | 84* | O=C1NC(=S)SC1=Cc1ccc(F)cc1
67 | i | 4 | COCCOC(=O)c1c(C)oc2ccc(O)c(CN3CCC(C)CC3)c12 (tested in a mixture with another compound)
68 | i | -2 | COc1ccc(-c2noc(CCC(=O)N3CCN(c4ccc(Cl)cc4)CC3)n2)cc1
69 | i | 5 | COc1ccc(CCNC(=O)C2COc3ccccc3O2)cc1OC (stereo not given)
70 | i | -7 | O=C(NCc1ccc(F)cc1)c1cc(S(=O)(=O)N2CCCCC2)ccc1N1CCOCC1
71 | i | -5 | Cc1ccc(NC(=O)CN(C)C(=O)c2ccccc2Cc2ccccc2)cc1
72 | i | 2 | CC(NC(=O)C1=CC=CN2CCS(=O)(=O)N=C12)c1ccc(Cl)cc1Cl (stereo not given)
73 | i | 9 | COc1cc(NC(=O)c2cc(=O)[nH]c3ccc(S(=O)(=O)N4CCOCC4)cc23)cc(OC)c1
74 | i | 5 | CCn1cc(C(=O)OC(C)C(=O)Nc2c(C)n(C)n(-c3ccccc3)c2=O)c(=O)c2ccc(C)nc21 (stereo not given)
75 | i | 11 | CC(=O)c1ccc2c(c1)C1C=CCC1C(C(=O)O)N2 (stereo not given)
76 | i | 5 | CC[N+]1(C)CC2CCC(C)(C1)C2(C)C (stereo not given)
77 | i | 4 | CCOC(=O)c1c(C)oc2c1c1c(c3ccccc32)OCN(Cc2cccnc2)C1
78 | i | 4 | Cc1ccc(/C=C/C(=O)OCC(=O)NCc2ccccc2)o1
79 | i | -4 | CC1=NC(C)(C)CC2CCC(O)C12 (stereo not given)
80 | i | 0 | CN(C)c1ccc(S(=O)(=O)N2CCCCC2)cc1NC(=O)CCNC(=O)c1ccccc1Cl
81 | i | 5 | CCS(=O)(=O)NCCc1cc2cc(C)c(C)cc2[nH]c1=O
82 | i | 3 | Cc1ccc(S(=O)(=O)Nc2ccc3ccccc3c2[N+](=O)[O-])cc1
83 | i | 13 | CCOc1cc(C)nc(N2CCC(C(=O)NC3CC3)CC2)n1
84 | i | 4 | O=C(O)c1c2cc(Br)ccc2nc2[nH]c(=O)[nH]c(=O)c12
85 | i | 2 | OCC1OC(Oc2c(Br)cc(Br)cc2Br)C(O)C(O)C1O (stereo not given)
86 | i | 2 | CC(=O)NCCc1ccc(-c2csc(NC(=O)C3CC(=O)N(C4CCCC4)C3)n2)cc1 (stereo not given)
87 | i | -3 | CN(C(=O)c1ccc(NC(=O)Cc2ccc(NC(=O)C3CCN(C(=O)CCc4ccccc4)CC3)cc2)cc1)C1CCCC1
88 | i | -4 | Cc1nn(-c2ccc(F)cc2)c(Cl)c1/C=C(/CC(=O)O)c1nc2ccccc2s1
89 | i | 6 | CCN(CC)CCNC(=O)c1ccc(NC(=O)c2cccc(S(=O)(=O)N3CCc4ccccc43)c2)cc1
90 | i | 8 | O=[N+]([O-])c1cccc(N=Nc2ccc(O)cc2O)c1
91 | i | 4 | O=C(NCc1ccccc1)c1ccccc1
92 | i | -2 | CC[C@H](C)[C@H]1CNC(=O)C(=O)N1CC1CCN(CCc2ccc(Cl)c(Cl)c2)CC1
93 | i | 2 | O=C(COc1ccccc1)c1ccccc1

Single records, as listed above. Values in the order: KCNK3 block | Dyrk1A ADPGlo
Shown for CCS(=O)(=O)NCCc1cc2cc(C)c(C)cc2[nH]c1=O : i | 5
Shown for CN(C(=O)c1ccc(NC(=O)Cc2ccc(NC(=O)C3CCN(C(=O)CCc4ccccc4)CC3)cc2)cc1)C1CCCC1 : i | -3
Shown for OCC1OC(Oc2c(Br)cc(Br)cc2Br)C(O)C(O)C1O (stereo not given) : i | 2
Shown for Cc1ccc(S(=O)(=O)Nc2ccc3ccccc3c2[N+](=O)[O-])cc1 : i | 3
Shown for CC[C@H](C)[C@H]1CNC(=O)C(=O)N1CC1CCN(CCc2ccc(Cl)c(Cl)c2)CC1 : i | -2

Not all compounds are listed; count on the stated rates, not on these rows.
